Screening results (PubChem BioAssay)
PNC assembly inh – blocks assembly of the perinucleolar compartment; AID 2417; PC3M PTB-GFP, PNC prevalence imaging, 16 h; stronger effect = lower value; activity change (PNC), negative = inhibition, % at 10 µM; actives 3.1% (n = 140,000);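 active = readout at or below -70, meaning at least 70% loss of cells showing the perinucleolar compartment, a nuclear body marking cancer cells; inconclusive = readout between -30 and a set limit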;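 note: plate controls were DMSO wells for no effect and camptothecin positive control wells for full effect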
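Compounds are pinned in duplicate onto adhered PC3M cells stably expressing GFP-tagged PTB and incubated 16 h at 37 C. Cells are then fixed, nuclei stained with Hoechst, and PNC-positive cells counted.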
ALOX15B inhib – blocks human 15-lipoxygenase 2 activity. O15296. purified 15hLO-2, xylenol orange hydroperoxide absorbance. Potency, µM (series often up to 57.1 µM), for the others: top-dose activity change, negative = inhibition, usual class: inhibitors. actives 0.56% (n = 110,000). AID 881; note: potency is the fitted concentration of half-maximal effect; nearly all actives have a fitted effect of over 60% in size; many of its hits are not listed in these tables
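Screening format was qHTS against 50 nM purified 15hLO-2 in Hepes pH 7.5 with detergent. Activity follows hydroperoxide formation from 45 uM arachidonic acid, measured as 573:405 nm absorbance ratio of the ferric-xylenol orange complex.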
12-hLO inh – blocks human 12-lipoxygenase activity | AID 1452 | purified 12-hLO, xylenol orange hydroperoxide absorbance | Potency, µM (highest dose often 57.1 µM), without a hit: at the top dose activity change, negative = inhibition, hits mostly inhibitors | actives 0.12% (n = 150,000); note: potency is the fitted concentration of half-maximal effect; nearly all actives have a fitted effect of over 55% in size; many of its hits are not listed in these tables
Target sequence (P18054 whole entry, looked up): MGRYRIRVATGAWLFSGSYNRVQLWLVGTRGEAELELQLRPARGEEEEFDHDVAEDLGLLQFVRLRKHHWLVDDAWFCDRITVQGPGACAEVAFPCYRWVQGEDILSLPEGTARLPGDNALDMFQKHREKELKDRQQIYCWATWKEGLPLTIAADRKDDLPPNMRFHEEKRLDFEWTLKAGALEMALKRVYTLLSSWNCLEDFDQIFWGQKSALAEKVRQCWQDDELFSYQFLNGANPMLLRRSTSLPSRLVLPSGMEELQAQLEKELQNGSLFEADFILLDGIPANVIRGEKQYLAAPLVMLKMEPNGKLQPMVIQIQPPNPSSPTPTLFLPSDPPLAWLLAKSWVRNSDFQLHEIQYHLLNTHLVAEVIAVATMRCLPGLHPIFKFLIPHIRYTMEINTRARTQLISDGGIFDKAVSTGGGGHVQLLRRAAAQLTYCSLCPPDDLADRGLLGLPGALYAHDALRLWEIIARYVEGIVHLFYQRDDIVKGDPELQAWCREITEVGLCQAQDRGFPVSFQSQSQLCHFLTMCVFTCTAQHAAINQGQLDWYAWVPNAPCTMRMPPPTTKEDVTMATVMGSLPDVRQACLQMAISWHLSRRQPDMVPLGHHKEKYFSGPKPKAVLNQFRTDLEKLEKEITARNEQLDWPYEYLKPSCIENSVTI
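Purified human 12hLO (150 nM), preincubated 15 min with compound, then 40 uM arachidonic acid for 30 min, room temperature, Hepes pH 7.0 with 0.01% Triton X-100. Hydroperoxide detected by ferrous iron/xylenol orange; 573/405 nm absorbance ratio gives reaction progress.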
IMPase inh – IMPase inhibition in cells; P97697; CHO-M1 cells, IP1 accumulation, HTRF TR-FRET ratio; inhibition (IP1 accumulation), % at 46.1 µM; 120,000 tested, under 10 active; active = well fitted curve in the direction sought with a large enough effect in the signal ratio, not every such curve was filed as active; inconclusive = small, poorly fitted or top-dose-only effect, or a change in a side signal; inactive = no such curve, though single readings can be large or run the other way; the % refers to the signal ratio;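 note: cells stimulated with carbachol in lithium chloride buffer; plate controls were DMSO basal wells for no effect and reference inhibitor wells for full effect; higher means more IMPase inhibition seen as more IP1 and lower FRET ratio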
Target sequence (P97697 whole entry, looked up): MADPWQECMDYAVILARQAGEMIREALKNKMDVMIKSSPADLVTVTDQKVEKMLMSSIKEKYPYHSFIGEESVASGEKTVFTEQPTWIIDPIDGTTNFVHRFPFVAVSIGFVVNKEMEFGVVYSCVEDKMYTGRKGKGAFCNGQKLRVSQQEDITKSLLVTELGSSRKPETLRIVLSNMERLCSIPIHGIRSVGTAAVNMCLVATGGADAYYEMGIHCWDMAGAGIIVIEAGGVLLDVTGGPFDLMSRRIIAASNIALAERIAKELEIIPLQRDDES
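Measured: the HTRF emission ratio (665/620 nm) plus the 620 nm donor channel, each fitted to the Hill equation to give AC50. Cells were CHO-M1 given compounds up to 46 uM and a 30 min carbachol stimulation at 37C.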
Numbers without * were called inactive; ? = inconclusive; · = no result given; [ ] = another dose, or the depositor's remark. Unless noted, calls come from the whole dose curve; as a rule, active = well fitted curve in the direction sought with a large enough effect; inconclusive = small, poorly fitted or top-dose-only effect, or another doubt; inactive = no such curve, though single readings can be large; an effect the other way counts as inactive or inconclusive. Unless noted, % is set by controls: 0 for no effect and ±100 for the full control effect. Some of the compounds tested, so the mix of outcomes need not match the whole.

SMILES | PNC assembly inh | ALOX15B inhib | 12-hLO inh | IMPase inh
CC(CN1CCCC1)OC(=O)COc1ccccc1 (stereo not drawn) | -11 | 0% | 2% | -7
CCOC(=O)C(NC(=O)NCc1ccc(OC)cc1)(OCC)C(F)(F)F (stereo not drawn) | -24 | · | -4% | 1
CC(C)CC(=O)Nc1ccc(-c2cn3ccsc3n2)cc1 | ? | 0% | 2% | 5
CCCCC(=O)Nc1ccc(C(=O)NNC(=S)NC(=O)c2cccs2)cc1 | ? | · | -7% | -10
CC(C)[C@H](NC(=O)c1ccccc1)C(=O)OCC(=O)NCCc1ccc(F)cc1 | -134* | · | -2% | ·
Cc1c(C(=O)Nc2ccccc2)sc2nc[nH]c(=O)c12 | ? | · | -7% | -4
O=C(CSc1nc2ccccc2n1CC(=O)N1CCOCC1)N1CCCC1 | 17 | · | 2% | -7
COc1ccc(NC(=O)Nc2ccc(OC)cc2)cc1 | 32 | -1% | -1% | 1
CN(c1ccccc1C(=O)Nc1ccc(S(=O)(=O)N2CCOCC2)cc1)S(=O)(=O)c1ccccc1 | 20 | · | -4% | ·
Cc1cccc(Cn2c(Cc3ccccc3)nc3ccccc32)c1 | -16 | · | -10% | 18
CCOc1cccc(C(=O)N(Cc2ccc(F)cc2)C2CCS(=O)(=O)C2)c1 (stereo not drawn) | ? | 2% | -2% | -6
COc1ccc(/C=C/C(=O)c2ccc(OC)cc2O)cc1 | 35 | · | -4% | ·
O=C(Nc1ccc(N2CCCCC2)cc1)c1ccccc1 | -30 | -1% | -4% | 1
COc1ccc(NC(=O)CN2CCN(CC(=O)Nc3ccc4c(c3)OCO4)CC2)cc1 | ? | 0% | 0% | -1
CSc1cccc(NC(=O)OC2CCCCCCCCCCC2)c1 | · | 3%[11.4 µM] | -3%[11.4 µM] | ·
COc1cc(NC(=O)c2cc3ccccc3o2)c(OC)cc1Cl | ? | -1% | -2% | 11
CSc1ccc(/C=C/C(=O)c2ccc(NC(=O)C(C)C)cc2)cc1 | 8 | 11% | -9% | -8
S=C(NC1CCCCC1)N1CCN(Cc2ccccc2)CC1 | 8 | · | -4% | ·
N#Cc1ccc(-c2ccc(F)cc2)nc1Sc1ccc(F)cc1 | -1 | -1% | 1% | 0
COC(=O)COc1cccc2c(=O)n(CC(=O)NCCc3ccccc3)ccc12 | 31 | · | -3% | ·
O=C(Nc1nc2ccc(Cl)cc2s1)c1ccc(N2CCCCC2)c([N+](=O)[O-])c1 | -6 | · | 2% | ·
COC(=O)c1ccc(OCC(O)CN(CCO)CC(O)Cn2ccc3ccccc32)cc1 (stereo not drawn) | 13 | · | -8% | -2
CCCC(=O)Nc1nc(C)c(-c2csc(Nc3ccccc3C)n2)s1 | 68 | 24% | -12% | -2
O=C(Nc1ccc(N2CCCC2)cc1)c1ccc(Br)o1 | 11 | -3% | -17% | 5
Cc1nc(NC(=O)c2cc(-n3cnnc3)ccc2Cl)ccc1Br | 72 | · | 1% | -1
c1cc2c(cc1Nc1nc(-c3ccc4c(c3)OCO4)cs1)OCCO2 | ? | -11% | -4% | -16
CS(=O)(=O)N(C(=O)NC(=O)NC1CCS(=O)(=O)C1)C1CCCCC1 (stereo not drawn) | -1 | 9% | -4% | 0
CC(C)(Oc1ccc(Br)cc1)C(=O)N1CCc2ccccc21 | 27 | 4% | -6% | 7
COc1ccccc1OCc1nnc(SCC(=O)NCc2ccco2)n1Cc1ccco1 | 42 | 3% | -13% | 11
COc1ccc(CC(NC(C)=O)C(=O)NC2CCN(c3c4c(nc5ncnn35)CCC4)CC2)cc1 (stereo not drawn) | 44 | 5% | -4% | -5
Cc1[nH]c2ccccc2c1C(=O)CNc1nccs1 | ? | 1% | 0% | 2
COc1ccc(CN2C(=O)c3ccccc3C2=O)cc1C(=O)Nc1ccc(C)cc1C | -5 | · | 2% | ·
CCCC(c1nnnn1C1CCCCC1)N1CCN(C2CCCC2)CC1 (stereo not drawn) | 47 | -5% | -2% | -3
Brc1cccc(OCCn2ccnc2)c1 | -2 | 12% | -1% | 6
NC(=O)c1cc(Cl)cn(-c2ccccc2)c1=O | -20 | -4% | -5% | 0
O=S(=O)(NCc1ccc2c(c1)OCO2)c1cccc(S(=O)(=O)N2CCOCC2)c1 | -27 | -5% | -10% | 3
COc1ccc(NC(=O)CC2C(=O)N(c3ccc(OC)cc3)C(=O)N2C(C)C)cc1 (stereo not drawn) | 21 | -2% | 1% | 1
CC(=O)NC(CCC(=O)O)C(=O)O (stereo not drawn) | · | 5% | -2% | ·
Cc1ccc(C)c(S(=O)(=O)Nc2ccc(S(=O)(=O)Nc3onc(C)c3C)cc2)c1 | ? | -3% | -2% | 0
Cc1nn(-c2ccccc2)c2c1C(c1ccc(F)cc1)C(C#N)=C(N)O2 (stereo not drawn) | 12 | · | -4% | ·
O=C(Nc1cccnc1)c1cc(-c2cccnc2)nc2ccc(Br)cc12 | 10 | 26% | 0% | -19
CCN1CCCC1CNCc1cccc(OC)c1OCc1ccc(F)cc1 (stereo not drawn) | 19 | · | 1% | ·
O=C(Cn1cc(S(=O)(=O)Cc2ccccc2)c2ccccc21)Nc1ccccc1 | -82* | · | -4% | ·
Cc1cccn2c(=O)c(/C=C(\C#N)C(N)=O)c(N3CCN(Cc4ccc5c(c4)OCO5)CC3)nc12 | 25 | · | -8% | 13
O=C1CCCN1CC(CN1CCOCC1)Sc1nnnn1-c1ccccc1 (stereo not drawn) | 19 | -4% | -2% | 1
CCCCN(CC)C(=O)Cc1c(C(=O)O)[nH]c2ccc(Cl)cc12 | 3 | -5% | -2% | 10
CS(=O)(=O)CCNCc1nc(-c2ccc3ncnc(Nc4ccc(OCc5cccc(F)c5)c(Cl)c4)c3c2)cs1 | · | -5% | -4% | ·
Cc1cccc(-c2nc(CSCC(=O)N3CCN(c4ccccn4)CC3)c(C)o2)c1 | 92 | · | 2% | 5
Nc1nnc(SCC(=O)OCC(=O)Nc2ccc(Br)cc2)s1 | -16 | · | -2% | 1
CCOC(=O)C1CCCN(C(=O)C2CC(=O)N(c3ccc(C)cc3)C2)C1 (stereo not drawn) | -6 | -4% | -10% | 13
O=C(NC1CCCCCC1)c1ccc(N2CCCC2=O)cc1 | ? | -6% | -3% | -10
CCCc1ccc(OCc2nc(-c3ccc(NC(=O)c4cccs4)cc3)no2)cc1 | -91* | · | -1% | ·
CC(C)CC(=O)Nc1ccc(C(=O)NNC(=O)C(c2ccccc2)c2ccccc2)cc1 | 9 | -1% | -2% | 4
Cc1ccccc1C(=O)Oc1ccc(Br)cc1C(=S)N1CCCC1 | 32 | -27% | -14% | 4
O=C(CSc1nc(-c2cccs2)cc(C(F)(F)F)n1)NCc1ccco1 | 16 | -7% | -12% | 14
Cc1nc(CSc2nnc(Nc3cccc(C)c3C)s2)cs1 | 7 | · | -2% | ·
COc1cccc(/C=C/C(=C2/C(=O)N(c3ccccc3)N=C2C)c2ccc(C)cc2)c1OC | ? | · | 0% | ·
Oc1ccc2c(c1)OCC1c3cc4c(cc3OC21)OCO4 (stereo not drawn) | · | -10% | 3% | ·
CSc1ccc(/C=N\NC(=O)COc2ccc(Cl)cc2Br)cc1 | 8 | -13% | 3% | -10
O=C(Nc1ccc(CN2CCCCC2)cc1)c1cccc(Br)c1 | -3 | · | 0% | 3

Quoted at random: 2 compounds from above
SMILES | PNC assembly inh | ALOX15B inhib | 12-hLO inh | IMPase inh
CCCCN(CC)C(=O)Cc1c(C(=O)O)[nH]c2ccc(Cl)cc12 | 3 | -5% | -2% | 10
O=C(Nc1ccc(CN2CCCCC2)cc1)c1cccc(Br)c1 | -3 | · | 0% | 3

The list goes on:
SMILES | PNC assembly inh | ALOX15B inhib | 12-hLO inh | IMPase inh
CCN(CC)C(=O)CSc1nnc(NC(=O)CCc2ccccc2)s1 | ? | · | -1% | ·
Cc1ccccc1-n1c(C)nnc1SCC(=O)N1CCc2ccccc2C1 | -107* | · | -2% | ·
CCNC(=O)c1ccccc1-c1nc(-c2ccccc2Cl)no1 | 7 | 8% | -3% | 1
Cn1nnnc1SCc1cn2cccnc2n1 | 23 | 2% | 1% | -1
N#CCC(=O)NCCCOC(=O)Nc1ccc(Cl)c(Cl)c1 | 21 | -11% | -8% | 1
CC1CCCN(C(=O)CSCC(=O)N=c2sc3ccccc3n2C)C1 (stereo not drawn) | -1 | 0% | -5% | 5
Cc1cc(Oc2ccccc2F)nc(NCc2ccccc2)n1 | -8 | 18% | -9% | 11
Cc1ccc(C(=O)NCC(=O)Nc2ccccc2C(F)(F)F)cc1 | 39 | · | -2% | -4
CCc1ccc(NC(=O)CSc2nnc(-c3cccs3)n2CC)cc1 | 1 | -3% | 2% | 10
CCOc1ccc(NC(=O)CCS(=O)(=O)c2ccc3c(c2)CCCN3C(C)=O)cc1 | -13 | -27% | -2% | 4
O=C(CSc1ccc(-c2nc3ccccc3[nH]2)cn1)Nc1ccc(S(=O)(=O)NC2CC2)cc1 | ? | · | 1% | -8
Cc1c(Cl)cnc(NC(=O)COC(=O)Cc2coc3ccc4ccccc4c23)c1Cl | -13 | · | 2% | 0
Cc1c(C(=O)O)cccc1-c1ccc(/C=N/Nc2ccc(Br)cc2)o1 | 2 | · | -25% | ·
CCOc1ccc(NC(=O)c2ccc(N)cc2)cc1 | 22 | · | 4% | -8
O=C(COc1ccccc1[N+](=O)[O-])NCc1cccnc1 | -3 | · | 1% | ·

The closing 5 entries of the part above are carried over, then new ones follow:
SMILES | PNC assembly inh | ALOX15B inhib | 12-hLO inh | IMPase inh
O=C(CSc1ccc(-c2nc3ccccc3[nH]2)cn1)Nc1ccc(S(=O)(=O)NC2CC2)cc1 | ? | · | 1% | -8
Cc1c(Cl)cnc(NC(=O)COC(=O)Cc2coc3ccc4ccccc4c23)c1Cl | -13 | · | 2% | 0
Cc1c(C(=O)O)cccc1-c1ccc(/C=N/Nc2ccc(Br)cc2)o1 | 2 | · | -25% | ·
CCOc1ccc(NC(=O)c2ccc(N)cc2)cc1 | 22 | · | 4% | -8
O=C(COc1ccccc1[N+](=O)[O-])NCc1cccnc1 | -3 | · | 1% | ·
COc1ccc(CNC(=O)C2COc3ccccc3O2)c(OC)c1 (stereo not drawn) | 12 | -15% | -15% | 5
Cn1c(SCc2nc3ccccc3[nH]2)nnc1-c1cccs1 | 20 | 11% | -4% | 3
COc1ccc(S(=O)(=O)N(C)CC(=O)O)c2ccccc12 | ? | -8% | 2% | -2
NC(=O)NC(=O)COC(=O)CCCc1c[nH]c2ccccc12 | 56 | -12% | 5% | 6
N#Cc1ccccc1-n1c(N)c(C(=O)N2CCCC2)sc1=S | 12 | -5% | -1% | -4
CCOC(=O)c1[nH]c(C(=O)O)c(CCN(CC)CC)c1C | 0 | -9% | 3% | -3
CCN1C(=O)C(O)(C2COC(C)(C)CC2=O)c2cc(Br)ccc21 (stereo not drawn) | ? | -3% | 8% | 11
Cc1cc(C)c2oc(C(=O)Nc3ccc(S(=O)(=O)N4CCCC(C)C4)cc3)cc(=O)c2c1 (stereo not drawn) | 26 | · | 2% | ·
Cc1cn(C2C=CC(CO)O2)c(=O)[nH]c1=O (stereo not drawn) | 57 | · | 4% | 1
Cc1ccc(NC(=O)c2ccc(CSc3nnc(C)s3)cc2)c(C)c1 | 30 | 0% | -4% | 7
COc1ccc(NC(=O)Nc2ccccc2OC)cc1 | -4 | -2% | -1% | 5
O=C(NCCO)c1nc2ccccc2s1 | -7 | · | -4% | -5
CCOc1ncccc1C(=O)NCc1ccccc1 | 24 | · | 1% | ·
COc1ccc(OC)c2sc(NC(=O)C3=COCCO3)nc12 | 21 | 4% | -7% | -2
C=CCNC(=S)NNC(=O)c1csc(CC)c1 | -21 | · | 2% | ·
CCn1c(/C=C/N(C(C)=O)c2ccccc2)[n+](CC)c2ccc(Cl)cc21 | ? | · | -1% | 3
Cc1ccc(C(c2sc3ncnn3c2O)N2CC(C)CC(C)C2)cc1 (stereo not drawn) | -29 | · | -2% | 2
Cn1nnnc1SCc1cc(=O)n2ccsc2n1 | -1 | -7% | -5% | 0
CC(C)(C)NC(=O)Cn1nnc(-c2ccccc2Cl)n1 | 25 | -3% | -1% | 4
